SENP6 block – SENP6 protease inhibitors, primary screen, biochemical, luminescence, uHTS | Sentrin-specific protease 6 (Homo sapiens), Q9GZR1 | Recombinant SENP6 catalytic domain, aminoluciferin luminescence | inhibition, % at 10 µM | 1.8% of 330,000 active;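 active = inhibition above about 50% at the single tested dose, limit read from the data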;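 note: plate controls were DMSO wells with enzyme for no effect and DMSO wells lacking enzyme for full effect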
ATG4B inh – ATG4B protease inhibitors, primary screen, biochemical, fluorescence, uHTS; AID 504462, 2011; Cysteine protease ATG4B (Homo sapiens), Q9Y4P1; inhibition, % at 8.33 µM; ATG4B cleavage of LC3-PLA2, NBD-HPC fluorescence, 1 h; 0.51% of 340,000 active; in the data active = inhibition above about 40%
HKDC1 inh – HKDC1 hexokinase inhibitors, primary screen, biochemical, fluorescence, uHTS. Q2TB90. recombinant HKDC1, G6PDH/diaphorase resazurin coupled fluorescence. inhibition, % at 20 µM. 0.16% of 340,000 active;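 active = inhibition above about 35% when tested at 20 µM, limit read from the data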;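 note: plate controls were DMSO wells with enzyme for no effect and DMSO wells lacking enzyme for full effect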
Target sequence (Q2TB90 whole entry, looked up): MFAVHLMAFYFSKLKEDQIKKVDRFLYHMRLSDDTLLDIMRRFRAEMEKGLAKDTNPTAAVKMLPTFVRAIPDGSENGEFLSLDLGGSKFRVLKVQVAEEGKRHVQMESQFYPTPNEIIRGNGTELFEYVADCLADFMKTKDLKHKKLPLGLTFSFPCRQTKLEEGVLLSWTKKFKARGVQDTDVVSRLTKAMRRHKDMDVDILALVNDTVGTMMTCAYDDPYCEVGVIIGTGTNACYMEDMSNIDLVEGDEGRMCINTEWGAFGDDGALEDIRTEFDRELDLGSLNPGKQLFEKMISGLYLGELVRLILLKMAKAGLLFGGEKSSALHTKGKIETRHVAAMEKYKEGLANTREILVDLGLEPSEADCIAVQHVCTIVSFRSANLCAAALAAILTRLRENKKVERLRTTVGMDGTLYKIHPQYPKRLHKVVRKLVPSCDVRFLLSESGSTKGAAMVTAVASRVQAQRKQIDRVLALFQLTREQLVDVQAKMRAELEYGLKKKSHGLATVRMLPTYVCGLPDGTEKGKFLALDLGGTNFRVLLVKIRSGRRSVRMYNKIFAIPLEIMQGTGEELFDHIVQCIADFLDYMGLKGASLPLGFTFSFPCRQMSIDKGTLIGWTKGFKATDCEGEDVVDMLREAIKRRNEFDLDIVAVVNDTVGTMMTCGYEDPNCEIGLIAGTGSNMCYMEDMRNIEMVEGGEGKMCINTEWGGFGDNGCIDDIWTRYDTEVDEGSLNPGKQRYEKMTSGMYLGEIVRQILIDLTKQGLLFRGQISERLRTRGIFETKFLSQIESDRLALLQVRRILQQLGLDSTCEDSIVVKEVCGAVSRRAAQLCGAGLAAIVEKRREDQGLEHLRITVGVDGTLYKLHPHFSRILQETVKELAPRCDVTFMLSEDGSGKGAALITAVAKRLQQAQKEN
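Assay system – recombinant HKDC1 (HK5) hexokinase enzyme, produced in-house · Input – HKDC1 at 5 µg/mL · Reagent – glucose plus 1 mM ATP as hexokinase substrates · Timing – 90 min reaction incubation at room temperature, dark · Measured by – G6PDH/diaphorase-coupled fluorescence, 1 mM NADP, 100 µM resazurin, 525/613 nm · Benchmarks – DMSO-enzyme wells negative, buffer-substituted wells positive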
SENP8 inh – human SENP8 protease inhibitors, primary screen, biochemical, fluorescence, Nedd8 protein substrate, uHTS; Sentrin-specific protease 8 (Homo sapiens), Q96LD8; recombinant SENP8; inhibition, % at 20 µM; 0.64% of 360,000 active; in the data active = inhibition mostly above about 40%, no sharp cut-off; inactive = mostly below about 27%
Target sequence (Q96LD8 whole entry, looked up): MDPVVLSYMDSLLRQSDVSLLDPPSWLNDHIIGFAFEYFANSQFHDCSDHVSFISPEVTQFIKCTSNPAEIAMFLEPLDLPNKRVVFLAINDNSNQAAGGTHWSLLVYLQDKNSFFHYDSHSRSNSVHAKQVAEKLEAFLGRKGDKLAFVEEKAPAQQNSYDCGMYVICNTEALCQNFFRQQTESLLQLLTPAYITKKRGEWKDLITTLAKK
PfGluPho inh – PfG6PD enzyme inhibitors, primary screen, biochemical, fluorescence intensity, uHTS; AID 504690, 2011; 0.78% of 350,000 active; glucose-6-phosphate dehydrogenase-6-phosphogluconolactonase (Plasmodium falciparum 3D7); inhibition, % at 20 µM; PfGluPho enzyme, NADPH resazurin-diaphorase fluorescence;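 active = inhibition reaching at least a set limit at 20 µM in the primary screen, cut at about 59% in these data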;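 note: 0% = DMSO wells with substrate and 100% = DMSO wells lacking glucose-6-phosphate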
GRIN3A LBD mod – binders of NR3A ligand-binding domain, primary screen, biophysical, differential scanning fluorimetry, uHTS; Glutamate receptor ionotropic, NMDA 3A (GRIN3A) ligand-binding domain; AID 1259313, 2017; Tm shift relative to glycine control, % at 25 µM; NR3A LBD differential scanning fluorimetry, Tm shift; 0% = protein alone, 100% = glycine-bound protein; 2.5% of 340,000 active;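 active = melting temperature shift of at least 10% of the positive control shift, at one fixed dose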
MPTP block – mitochondrial permeability transition pore inhibitors, primary screen, biochemical, isolated mouse mitochondria, absorbance | Ca2+ swelling absorbance, 30 min | inhibition, % at 10 µM | 1.4% of 360,000 active | AID 602449, 2012;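 active = inhibition of 50% or more, scaled per plate between neutral and stimulator controls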;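 note: 0% = DMSO wells given calcium and 100% = 1 mM EGTA wells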
SENP7 inh – SENP7 protease inhibitors, primary screen, biochemical, luminescence, uHTS | recombinant SENP7, Z-RLRGG-aminoluciferin luminescence, 40 min | inhibition, % at 5 µM | 1.5% of 330,000 active | AID 434973, 2010;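 active = inhibition above about 50% at the single test dose, limit read from the data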;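 note: plate controls were DMSO with enzyme for no effect and no enzyme buffer wells for full effect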
An asterisk follows results filed as active; . = not tested or not shown.

SMILES | SENP6 block | ATG4B inh | HKDC1 inh | SENP8 inh | PfGluPho inh | GRIN3A LBD mod | MPTP block | SENP7 inh
Cc1noc(C)c1C(c1ccccc1)c1ccccc1 | -1.8 | 6.2 | 1.2 | 9.8 | -11.9 | 0.9 | -1.3 | 6.1
CCCCN(C(=O)c1cc(Cl)nc2ccccc12)c1c(N)n(Cc2ccccc2)c(=O)[nH]c1=O | -1.1 | -2.9 | -2.8 | -0.8 | 7.9 | 0.4 | -0.6 | 6.5
Nc1c(C(=O)NCc2ccco2)nnn1CC(=O)Nc1ccccc1 | -11.1 | 1.7 | -3.0 | 28.6 | -12.0 | -0.6 | -3.3 | -0.2
O=C(CSc1ccc2nnc(-c3cccc(F)c3)n2n1)NCc1ccco1 | -9.1 | -7.1 | -1.1 | -26.3 | -0.4 | 1.7 | -0.8 | -5.5
COc1ccc(S(=O)(=O)N2CCc3ccccc32)cc1C(=O)N1CCC(C)CC1 | -22.0 | 13.7 | 14.5 | -9.5 | -4.3 | 1.4 | -2.4 | 5.0
O=S(=O)(c1ccc(N2CCCC2c2nc3ccccc3s2)nc1)N1CCOCC1 (stereo unspecified) | -7.9 | -18.3 | 2.2 | 3.4 | 1.4 | -0.8 | 1.6 | 0.0
Cc1ccc2c(c1)N(CCC(=O)NC1CCCCC1)C(=O)CO2 | -5.0 | 1.2 | -2.4 | -1.3 | 5.6 | 2.4 | -3.9 | -11.9
CCn1c(SCc2nc3ccccc3c(=O)[nH]2)nnc1C(C)NC(=O)c1ccccc1F (stereo unspecified) | -6.0 | 5.2 | -9.4 | 7.3 | -2.5 | -1.3 | -0.4 | -0.3
Cc1ccc(S(=O)(=O)N2CCC(C(=O)N[C@H](C(=O)NCc3ccco3)C(C)C)CC2)cc1 | 26.9 | -4.4 | -11.3 | 16.1 | -5.1 | 1.3 | 1.2 | -0.8
CC(C)c1c(Cl)c(O)c(-c2ccccc2)c(=O)n1-c1ccc(F)cc1 | 6.3 | 7.1 | 12.4 | 11.5 | -14.2 | -14.6 | 5.8 | -3.3
CC(C)(CCl)C(=O)Nc1ccc(C(F)(F)F)cc1 | -13.7 | 6.9 | -4.0 | 20.7 | -8.5 | -0.6 | -0.7 | 5.7
COc1ccccc1CNC(=O)C1CC(c2c(Cl)cccc2Cl)=NO1 (stereo unspecified) | -15.6 | 21.5 | 0.3 | 34.5 | -3.6 | -1.3 | 0.8 | 8.8
COc1cc(/C=C/c2ccc3c([N+](=O)[O-])cccc3n2)ccc1OCC(=O)O | -2.2 | -6.0 | -1.4 | 34.2 | 2.9 | 0.3 | 2.6 | -0.6
O=C(Nc1ccccc1)O/N=C1/CCCc2occc21 | -12.8 | 0.7 | -0.4 | 3.6 | 1.7 | -0.7 | 2.1 | 0.7
COCCN(C(=O)CSc1nc(N)cc(=O)[nH]1)c1c(N)n(Cc2ccccc2)c(=O)[nH]c1=O | 7.3 | 1.2 | -10.8 | 0.6 | -11.4 | -8.6 | -1.2 | 2.7
Cc1ccccc1-n1c(SCC(=O)N/N=C/c2sccc2C)nc2ccccc2c1=O | -11.7 | 4.9 | -8.3 | 21.8 | 8.4 | 2.7 | 13.6 | 0.9
CC(C)(C)c1nn(-c2ccccc2)c2[nH]c(=O)c(CNCc3ccco3)cc12 | -2.2 | 22.9 | -9.2 | -127.6 | -0.8 | -2.1 | -3.2 | 6.9
COCCn1nnnc1CN1CCC(C)CC1 | -7.0 | -2.1 | -3.9 | 12.6 | 13.9 | 2.4 | -0.1 | 6.7
O=C(Nc1ccc(F)cc1)c1ccccc1 | 5.5 | -3.4 | -2.7 | 6.4 | -1.8 | 15.7* | 0.0 | 3.7
COc1ccc(-n2ncc3c2CC(C)(C)CC3NC(=O)CCc2c(C)nn(C)c2C)cc1 (stereo unspecified) | 7.7 | -3.3 | 0.8 | -2.2 | 1.0 | -1.5 | 3.3 | -4.4
CCCCOc1nc(N2CCOCC2)nc(C)c1[N+](=O)[O-] | 5.2 | 4.4 | -1.3 | 24.0 | 0.6 | 3.7 | 3.3 | 8.8
N#C/C(=C\N1CCOCC1)c1ccccc1 | -15.0 | -4.1 | -8.8 | 15.3 | 5.7 | 1.5 | -0.5 | 0.1
O=C(CN(c1ccc(F)cc1)S(=O)(=O)c1ccccc1)N1CCOCC1 | -7.5 | -0.2 | -4.3 | 4.4 | -4.9 | 2.2 | -0.5 | -6.2
Cc1ccc(C(=O)NCN2CCN(c3ccc(F)cc3)CC2)cc1 | -3.6 | -3.2 | -7.6 | 11.0 | 3.9 | -0.2 | -1.5 | 1.8
O=C(COC(=O)c1ccccc1OCC(=O)Nc1ccc(Br)cc1)Nc1ccccc1 | 4.6 | 3.5 | 1.5 | 36.3 | -5.1 | -1.0 | 1.5 | 0.8
COc1ccc(C(=O)CCC(=O)Nc2ccc(N3CCN(C)CC3)cc2)cc1OC | -8.9 | -5.2 | -3.9 | 7.8 | 1.7 | -2.1 | -0.6 | 5.1
COc1cc(/C=C/C(=O)Nc2cccc(S(=O)(=O)N3CCOCC3)c2)ccc1OCC#N | 9.4 | -22.9 | 0.6 | -150.6 | 9.7 | -0.2 | 0.2 | -0.3
Cc1cc(OCC(=O)NCCN2CCOCC2)cc(C)c1Cl | -3.8 | 3.0 | -4.5 | 14.7 | -21.3 | 1.0 | -0.4 | -11.5
CN(C(=O)CCOc1ccccc1)c1c(N)n(Cc2ccccc2)c(=O)[nH]c1=O | -0.7 | 0.7 | 1.3 | 5.6 | -20.6 | 0.8 | -2.0 | 4.2
N#Cc1ccccc1NC(=O)Nc1ccccc1 | -32.5 | -13.5 | -3.7 | -413.1 | 7.6 | -0.4 | 0.8 | -20.0
Cc1nnc(SCC(=O)NCC2COc3ccccc3O2)s1 (stereo unspecified) | 6.9 | -12.0 | 4.3 | 4.8 | 8.9 | 1.2 | -0.7 | 4.7
Cn1c(=O)c2c([nH]c(OCc3ccc(Cl)cc3Cl)[n+]2Cc2ccc(F)cc2)n(C)c1=O | -9.6 | 5.5 | -3.0 | 15.2 | -10.5 | -0.4 | 50.5* | -3.0
O=C(c1cc2c(s1)CCCC2)N1CCN(S(=O)(=O)c2ccccc2)CC1 | -5.7 | 3.0 | 0.8 | 2.3 | -9.7 | 1.0 | -0.7 | 3.4
O=C(COc1ccccc1-c1ccccc1)NCc1cccc(Cl)c1 | 6.9 | 56.1* | 5.0 | 8.3 | -3.3 | -6.5 | 1.7 | -6.8
Cc1cc2nccc(-c3ccc(Cl)c([N+](=O)[O-])c3)n2n1 | -19.5 | 3.4 | -6.3 | -2.7 | 7.7 | -0.7 | -2.5 | 3.4
COc1cc(S(=O)(=O)N2CCOCC2)ccc1NC(=O)COC(=O)COc1ccccc1 | -5.2 | -10.2 | 0.9 | 23.6 | -3.3 | -0.2 | -1.5 | -4.2
O=C(O)c1cccc(S(=O)(=O)Nc2ccccc2Cl)c1 | -2.7 | -2.4 | 0.0 | 11.3 | -7.7 | -0.4 | -1.0 | 2.2
Cn1c(=O)c2c(nc(SCCN3CCCCC3)n2C)n(C)c1=O | -4.1 | -4.7 | -2.7 | 20.6 | 15.5 | 0.2 | -4.6 | 1.6
Cc1nn(-c2ccccc2)c(C)c1S(=O)(=O)O | 5.0 | -2.4 | -3.7 | 8.4 | -9.8 | -4.0 | -1.1 | -4.2
COc1cc(OC)cc(-c2nnc(NC(=O)Cc3ccc(F)cc3)o2)c1 | -6.7 | 1.2 | -2.2 | -22.5 | -8.8 | -1.4 | -0.1 | -0.5

Brought forward from above: 2 entries; new compounds follow.
SMILES | SENP6 block | ATG4B inh | HKDC1 inh | SENP8 inh | PfGluPho inh | GRIN3A LBD mod | MPTP block | SENP7 inh
Cc1nn(-c2ccccc2)c(C)c1S(=O)(=O)O | 5.0 | -2.4 | -3.7 | 8.4 | -9.8 | -4.0 | -1.1 | -4.2
COc1cc(OC)cc(-c2nnc(NC(=O)Cc3ccc(F)cc3)o2)c1 | -6.7 | 1.2 | -2.2 | -22.5 | -8.8 | -1.4 | -0.1 | -0.5
CCOc1ccc(CC(=O)NNC(=S)Nc2ccccc2)cc1Br | -29.2 | -8.9 | -1.9 | 25.1 | -11.5 | 12.6* | 0.2 | -3.1
CC(C)c1onc(C(=O)Nc2cccc(O)c2)c1[N+](=O)[O-] | -3.7 | 3.0 | -4.1 | 4.5 | 2.1 | -11.4 | -1.5 | -5.6
Cc1oc2c(c(C)cc3oc(=O)c(CC(=O)NCCC(=O)O)c(C)c32)c1C | -22.8 | -9.4 | 6.8 | -282.4 | -33.5 | 1.4 | -0.1 | -3.4
Cc1ccsc1/C=N/NC(=O)C1CC(=O)N(c2ccccc2)C1 (stereo unspecified) | -0.9 | 1.5 | -6.5 | 14.0 | -6.0 | 0.6 | 1.5 | 1.6
O=c1c([N+](=O)[O-])cccn1Cc1ccccc1Cl | -12.1 | -18.8 | -2.5 | 5.1 | 14.1 | -1.2 | -0.5 | -4.5
CC1Cc2cc(/C(O)=C3\C(=O)C(=O)N(CCN4CCOCC4)C3c3ccccc3F)ccc2O1 (stereo unspecified) | -1.3 | 0.4 | 4.3 | -71.3 | -21.6 | 1.8 | -0.1 | -2.5
Cc1ccc(C(=O)NCc2ccco2)cc1S(=O)(=O)N1CCCC1 | -0.5 | -8.0 | -2.4 | -2.0 | 7.1 | -1.6 | -0.1 | 0.4
CCOC(=O)c1cc2c(=O)n3ccccc3nc2n(Cc2ccco2)c1=NC(=O)c1cccnc1 | 10.7 | 3.5 | 8.9 | -301.1 | 30.6 | -2.0 | 0.3 | -2.3
CCc1ccccc1OCC(=O)Nc1cccc(S(=O)(=O)NCc2ccco2)c1 | -0.8 | -3.1 | -0.6 | -4.0 | 35.6 | -3.0 | 0.8 | -12.4
C/C(=N\Nc1ccc(C(=O)O)cc1)c1ccc(Br)cc1 | 38.9 | 7.3 | -1.4 | 5.4 | 12.2 | 0.6 | 1.4 | 19.8
COCc1nc2oc3ccc(C)cc3c(=O)c2cc1C(=O)OC | 28.6 | -4.9 | 2.1 | -148.5 | 2.6 | -0.4 | 0.0 | 22.9
Cc1ccc(S(=O)(=O)C(C#N)c2nc3ccccc3nc2OCCO)cc1 (stereo unspecified) | 5.2 | -7.6 | -6.1 | -53.4 | -19.9 | -1.3 | 24.4 | 2.2
COc1ccc(-c2sc3cc4c(cc3c2-c2ccc(OCCN3CCCCC3)cc2)OCO4)cc1 | . | 5.7 | -2.0 | -324.3 | 14.5 | -0.7 | -0.6 | 6.3
CN(C)CCn1c2c(c(SCC(=O)Nc3cccc(C(F)(F)F)c3)nc1=O)CCCC2 | -2.3 | 0.8 | -2.9 | -4.6 | 4.4 | 1.9 | 0.1 | -1.0
O=C(OCC(=O)N1CCN(c2ccc(F)cc2)CC1)c1cnc2ccccc2n1 | -8.8 | -6.2 | 7.8 | 1.2 | 6.1 | 3.0 | -0.4 | 9.9

4 successive entries from above, quoted:
SMILES | SENP6 block | ATG4B inh | HKDC1 inh | SENP8 inh | PfGluPho inh | GRIN3A LBD mod | MPTP block | SENP7 inh
CCOc1ccc(CC(=O)NNC(=S)Nc2ccccc2)cc1Br | -29.2 | -8.9 | -1.9 | 25.1 | -11.5 | 12.6* | 0.2 | -3.1
CC(C)c1onc(C(=O)Nc2cccc(O)c2)c1[N+](=O)[O-] | -3.7 | 3.0 | -4.1 | 4.5 | 2.1 | -11.4 | -1.5 | -5.6
Cc1oc2c(c(C)cc3oc(=O)c(CC(=O)NCCC(=O)O)c(C)c32)c1C | -22.8 | -9.4 | 6.8 | -282.4 | -33.5 | 1.4 | -0.1 | -3.4
Cc1ccsc1/C=N/NC(=O)C1CC(=O)N(c2ccccc2)C1 (stereo unspecified) | -0.9 | 1.5 | -6.5 | 14.0 | -6.0 | 0.6 | 1.5 | 1.6

High-throughput results as filed in PubChem.
